# High-throughput results from PubChem BioAssay.
# KCNH2 WT inh: qHTS for Inhibitors of KCHN2 3.1: Wildtype qHTS; actives 0.37% (n = 340,000); U2OS, BacMam KCNH2, thallium flux FluxOr; active compounds read low; Voltage-gated inwardly rectifying potassium channel KCNH2 (Homo sapiens), Q12809; activity change, % at 1.84 µM; AID 720551, 2013;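 active = maximum activity change below -70%; inconclusive = maximum activity change between -70% and -50%; inactive = maximum activity change above -50%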; note: % is set by controls: 0 for no effect and ±100 for the full control effect
# Target sequence (Q12809 whole entry, looked up): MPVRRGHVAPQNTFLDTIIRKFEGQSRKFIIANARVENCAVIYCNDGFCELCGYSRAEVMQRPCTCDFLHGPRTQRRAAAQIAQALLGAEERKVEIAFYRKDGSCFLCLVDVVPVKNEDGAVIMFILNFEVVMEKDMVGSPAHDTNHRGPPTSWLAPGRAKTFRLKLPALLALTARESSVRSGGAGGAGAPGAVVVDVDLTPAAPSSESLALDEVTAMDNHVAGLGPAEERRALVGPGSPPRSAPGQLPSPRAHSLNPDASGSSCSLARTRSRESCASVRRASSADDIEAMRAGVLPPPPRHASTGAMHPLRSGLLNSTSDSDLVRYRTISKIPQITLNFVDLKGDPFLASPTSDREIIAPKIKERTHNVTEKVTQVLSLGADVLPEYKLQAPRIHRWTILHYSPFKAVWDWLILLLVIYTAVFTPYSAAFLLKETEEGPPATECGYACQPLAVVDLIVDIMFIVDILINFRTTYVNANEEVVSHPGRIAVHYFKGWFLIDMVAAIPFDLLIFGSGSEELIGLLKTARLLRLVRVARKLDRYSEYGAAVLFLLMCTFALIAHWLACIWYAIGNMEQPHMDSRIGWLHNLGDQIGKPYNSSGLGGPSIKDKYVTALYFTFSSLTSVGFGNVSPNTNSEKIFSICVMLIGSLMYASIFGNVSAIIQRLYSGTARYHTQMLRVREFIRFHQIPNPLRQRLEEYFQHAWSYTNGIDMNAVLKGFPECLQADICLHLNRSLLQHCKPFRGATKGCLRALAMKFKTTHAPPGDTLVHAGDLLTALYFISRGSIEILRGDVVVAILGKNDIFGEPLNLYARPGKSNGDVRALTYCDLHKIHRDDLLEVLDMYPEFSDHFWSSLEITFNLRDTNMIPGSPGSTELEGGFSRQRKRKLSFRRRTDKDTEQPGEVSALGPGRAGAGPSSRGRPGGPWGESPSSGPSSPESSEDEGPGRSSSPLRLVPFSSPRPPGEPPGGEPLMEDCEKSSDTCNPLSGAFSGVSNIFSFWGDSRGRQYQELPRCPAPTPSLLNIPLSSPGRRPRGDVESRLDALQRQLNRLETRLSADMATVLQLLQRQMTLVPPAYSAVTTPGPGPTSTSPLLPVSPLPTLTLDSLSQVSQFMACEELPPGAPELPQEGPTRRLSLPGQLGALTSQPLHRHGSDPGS
#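 U2OS cells transduced with wild-type KCNH2 virus are loaded with FluxOr dye for 45 min, and thallium flux is measured in kinetic reads before and after stimulation buffer. Rate constants are normalized to DMSO controls.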
# AT treatment: qHTS Assay for Identifying a Potential Treatment of Ataxia-Telangiectasia; actives 0.19% (n = 320,000); […] A-T fibroblasts, KAP-1 phosphorylation AlphaLISA; neocarzinostatin DNA damage 30 min before lysis; Potency, µM (doses to about 57.5 µM), inactives show at the top dose activation, usual class: activators; note: potency is the fitted concentration of half-maximal effect; % of control where 0% means no effect; nearly all actives have a fitted effect of over 45% in size
#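 hTERT-immortalized A-T patient fibroblasts ([…]), 500 cells/well in OPTI-MEM, 1% FBS, got compounds for 60 min, then NCS for 30 min at 37C. Lysates were then assayed for phospho-KAP-1 by AlphaLISA (anti-pKAP1 donor, anti-KAP1 acceptor beads), 6 hr at 25C.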
# FBPA coupling cs: qHTS Assay for Inhibitors of Fructose-1,6-bisphosphate Aldolase from Giardia Lamblia: Coupling assay counterscreen; coupling enzyme system counterscreen, AmpLite Red fluorescence; activity change, negative = inhibition, % at 58.2 µM, hits read low; actives 0.67% (n = 290,000); AID 2472, 2010; in the data active = activity change below about -30%; note: % is set by controls: 0 for no effect and ±100 for the full control effect
#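 First, compound is pin-transferred into glyceraldehyde-3-phosphate coupling-enzyme reagent at 57.5 uM final and held 10 min at RT. Next, substrate, coupling system and AmpLite Red are added. After 20 min RT, fluorescence (525/598 nm) is read.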
# BCR signal inh: qHTS Assay to Find Inhibitors of Chronic Active B-Cell Receptor Signaling. ABC-DLBCL IkBa-CBG/CBR reporter, luminescence ratio, 4 h. Potency, µM (series often up to 46.1 µM), for the others: at the highest dose ratio change, negative = lower green/red ratio, most hits filed as inhibitors. actives 0.05% (n = 340,000); active = well fitted inhibition curve with a large enough effect in the signal ratio, with a control signal flat, not every such curve was filed as active; inconclusive = small, poorly fitted or top-dose-only effect, or effect the other way, or a change in a side signal; the % refers to the signal ratio;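 note: potency is the fitted concentration of half-maximal effect; plate controls were basal doxycycline-induced cells for no effect and cells given 10 µM MG132 for full effect; MG132 reads +100%, hits lower the ratio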
#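 Cell line TMD8 (human ABC DLBCL), stably expressing tet-inducible CBG68-IkBa fusion and CBR; IMDM/0.5% FBS; cpd up to 46 uM; dox induction, 4 h, 37C/5% CO2; dual luminescence; green/red ratio; MG132 control.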
# TSHR antagonist: Antagonists of the Thyroid Stimulating Hormone Receptor: HTS campaign; Thyrotropin receptor (Homo sapiens), P16473; TSHR-expressing cells, TSH-stimulated cAMP HTRF, 2 h; active compounds read low; activity change, negative = inhibition, % at 11.5 µM; actives 0.2% (n = 330,000); AID 504810, 2011;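 active = activity change below a set negative limit, meaning inhibition stronger than a set level, cut at about -70% in these data; inconclusive = activity change between two set negative limits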; note: % is set by controls: 0 for no effect and ±100 for the full control effect
#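 Read-out is FRET at 665 nm (cryptate excitation 337 nm) from a cryptate-tagged anti-cAMP antibody, competed by cell cAMP against cAMP-d2. Compounds are tested on freshly harvested TSHR cells challenged with 4nM TSH (EC80) for 2 hours at 37 deg C.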
# TCR act: Activators of T cell receptors: qHTS campaign; primary human leukocytes, anti-CD3, IL-2 HTRF, 48 h; Potency, µM (doses to about 9.22 µM), without a hit: top-dose activation of IL-2 secretion, hits mostly activators; 330,000 tested, under 10 active; AID 504894, 2011; note: % of control where 0% means no effect
#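 1) Mix primary human leukocytes, a-CD3 beads and compound. 2) Incubate 48 hr. 3) Add HTRF IL-2 reagents (a-IL-2-K, a-IL-2-d2).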
# Giardia killer: Small Molecules that selectively kill Giardia lamblia: qHTS; Giardia lamblia trophozoite viability; activity change, % at 7.66 µM, hits read low; actives 0.15% (n = 340,000); in the data active = activity change below about -80%; inconclusive = between about -30% and that limit;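 note: parasites exposed to compound for two days anaerobically before the ATP read; % is set by controls: 0 for no effect and ±100 for the full control effect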
#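 Luminescent ATP signal served as the viability read-out, measured 15-30 min after adding ATP detection reagent to trophozoites that had been incubated with compounds for 48 hrs at 37 deg C anaerobically at 100 cells/well.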
# Tb PFK block: qHTS Assay to Find Inhibitors of T. brucei phosphofructokinase; ATP-dependent 6-phosphofructokinase (Trypanosoma brucei brucei), O15648; T. brucei PFK, ADP-Glo luminescence; Potency, µM (series often up to 57.5 µM), inactives show at the top dose activity, negative = inhibition, usual class: inhibitors; actives 0.17% (n = 330,000); AID 485367, 2010;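 note: potency is the fitted concentration of half-maximal effect; 0% = uninhibited 1x PFK enzyme wells and -100% = no-enzyme wells; nearly all actives have a fitted effect of over 60% in size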
#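 Luminescent ADP detection (ADP-Glo, two-step: ATP depletion then ADP-to-ATP conversion for luciferase) reported PFK activity after 45 min room-temperature reaction of 1.25 nM enzyme with 0.5 mM F6P and 0.1 mM ATP at pH 8.0.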
# GALK inhibitor: qHTS Assay for Inhibitors of Human Galactokinase (GALK); P51570; Purified GALK, Kinase-Glo residual ATP luminescence; Potency, µM (series often up to 57.5 µM), for the others: at the top dose activity change, negative = inhibition, actives largely listed as inhibitors; actives 0.007% (n = 270,000); note: potency is the fitted concentration of half-maximal effect; % is set by controls: 0 for no effect and ±100 for the full control effect
#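 ATP-depletion format; final 35 uM ATP, 100 uM D-galactose, 5 nM enzyme; pH 8.0 HEPES/Mg2+ buffer; 60 min RT; luminescence read 10 min after detection reagent.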
# MLL CXXC-DNA inh: qHTS Fluorescence Polarization Assay for Inhibitors of MLL CXXC domain - DNA interaction; actives 0.037% (n = 290,000); MLL-CXXC / FITC-HOXA9 DNA fluorescence polarization; Potency, µM (titrated, usually from 115 µM), for the others: at the highest dose activity change, negative = inhibition, actives largely listed as inhibitors; AID 2662, 2010; Histone-lysine N-methyltransferase 2A (Homo sapiens), Q03164; active = well fitted inhibition curve with a large enough effect in the polarisation, with a control signal flat, not every such curve was filed as active; inconclusive = small, poorly fitted or top-dose-only effect, or effect the other way, or a change in a side signal; inactive = no such curve, though single readings can be large or run the other way; the % refers to the polarisation; note: potency is the fitted concentration of half-maximal effect
#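 Purified MLL-CXXC (added from a 7 uM solution) was preincubated 5 min at ambient with pinned compounds in 50 mM Tris-HCl pH 7.5, 50 mM NaCl, 1 mM DTT, 0.05% BSA. Fluorescein-labeled HOX-A9 DNA (50 nM solution) followed, 30 min, then polarization read.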
# Numbers without * were called inactive; ? = inconclusive; · = no result given; [ ] = remark or other dose. Unless noted, calls come from the whole dose curve; as a rule, active = well fitted curve in the direction sought with a large enough effect; inconclusive = small, poorly fitted or top-dose-only effect, or another doubt; inactive = no such curve, though single readings can be large; an effect the other way counts as inactive or inconclusive. Compounds were not picked by outcome; overall some 1.6% were active at least once.
SMILES,KCNH2 WT inh,AT treatment,FBPA coupling cs,BCR signal inh,TSHR antagonist,TCR act,Giardia killer,Tb PFK block,GALK inhibitor,MLL CXXC-DNA inh
CCOc1cccc(C2CC(=O)Nc3cc(OC)c(OC)cc32)c1 (stereo not drawn),-3.7,-7.8%,0.6,?,2.4,-2.5%,6.0,-5.0%,-5.5%,25.1%
COC(=O)[C@@]1(Cc2ccc(F)cc2)[C@H]2c3cc(C(=O)N(C)C)n(C[C@H](O)CO)c3C[C@H]2CN1C(=O)c1ccccc1,8.3,-0.6%,0.0,-0.8%,1.5,-0.3%,-11.1,0.7%,·,-4.0%
O=C(N/N=C/c1coc2ccccc2c1=O)c1ccncc1,-6.4,4.7%,0.6,0.0%,-3.2,4.6%,-13.9,-0.9%,4.8%,-20.0%
COc1ccc(CCN(C)C(=O)CSc2nc3ncc(Cl)cc3[nH]2)cc1OC,18.4,3.9%,0.7,6.9%,1.0,1.3%,-13.9,2.1%,-3.6%,0.1%
Cc1nnc2n1CCCCC2,1.5,10.5%,-3.4,-0.9%,-8.6,-12.8%,-4.5,0.4%,-1.9%,-0.2%
CC1(C)Cc2nc3sc(C(=O)NCCCO)c(N)c3cc2CO1,20.1,-13.9%,0.2,?,-1.5,-2.6%,-3.2,-0.8%,4.3%,2.6%
COc1ccc(C(=O)NC(=S)NNC(=O)c2ccncc2)cc1Br,1.8,1.1%,·,-12.3%,-4.8,14.1%,?,18.9%,·,·
O=C(CCc1ccccc1)Nc1cc(NC(=O)CCc2ccccc2)cc(C(=O)O)c1,-10.8,-1.5%,6.9,6.7%,-9.3,-0.8%,-0.5,-0.5%,-1.3%,-6.0%
Cc1nn(C)c(C)c1/C=C(/C(=O)C(C)C)n1cncn1,-0.7,?,2.2,6.4%,4.8,-1.4%,5.3,5.4%,-3.0%,-2.6%
COc1ccc(Oc2nccc(-c3ccc(Cl)cc3)n2)cc1,3.9,8.3%,-3.5,-5.1%,12.6,5.0%,-6.7,-0.6%,4.0%,3.1%
COc1ccccc1N1CCN(C(=O)c2ccc(S(=O)(=O)N3CCCCC3)cc2)CC1,11.8,3.3%,-0.3,?,-5.5,6.4%,11.5,2.5%,-0.3%,3.4%
O=C1CCC(=O)N1c1ccc(S(=O)(=O)Nc2cccc(Br)c2)cc1,-9.5,9.5%,3.5,4.4%,3.4,1.6%,-11.8,-0.8%,-1.1%,15.1%
O=C(CSc1cccc[n+]1[O-])Nc1ccc([N+](=O)[O-])cc1Cl,-0.7,-8.3%,0.0,0.4%,-4.2,·,13.7,1.2%,-0.1%,-2.5%
Cc1[nH]c2ccccc2c1C(=O)NS(=O)(=O)Nc1ccc(Cl)cc1,-0.8,-2.1%,0.8,-4.1%,2.1,-0.5%,7.7,-5.6%,7.1%,-3.1%
O=[N+]([O-])c1ccc2nccn2c1,8.8,2.4%,1.6,2.1%,-1.5,-1.0%,-0.4,0.0%[0.46 µM],-0.3%,-2.9%
CC(C)n1c(O)c(N=NC(=O)Cc2csc(N3CCOCC3)n2)c2ccccc21,-6.8,-8.7%,-0.1,17.8%,-3.9,·,-21.9,-0.3%,-0.3%,-3.7%
Cn1c(=O)oc2cc(S(=O)(=O)N3CCCc4ccccc43)ccc21,4.8,1.2%,-1.6,6.4%,10.0,0.6%,4.3,2.2%,1.5%,-9.4%
C=CCn1c(SCC(=O)NNC(=S)Nc2ccccc2)nnc1-c1ccccc1,-4.1,-14.0%,-1.2,-1.1%,-0.9,7.9%,-6.1,0.2%,-2.4%,-14.7%
CC(=O)Nc1cccc(C(=O)NC(C)c2ccc(S(N)(=O)=O)cc2)c1 (stereo not drawn),-21.9,7.5%,-0.9,?,-1.1,-0.2%,2.9,0.5%,-2.4%,5.2%
COc1cc(-c2cc(C(=O)Nc3ccc(O)cc3)c3ccccc3n2)cc(OC)c1OC,-11.2,0.0%,0.2,?,-0.1,-14.7%,13.6,-0.5%,-1.4%,-0.2%
CN(C)c1ccc(/C=N/N(CCC(=O)NC(C)(C)C)C2=NS(=O)(=O)c3ccccc32)cc1,-2.2,-8.6%,0.4,2.9%,-5.2,3.2%,5.5,0.1%,·,?
COc1ccc(/C(N)=N/OC(=O)N2CCOCC2)cc1,5.5,4.4%[11.5 µM],1.6,-13.9%,4.7,2.9%,-17.5,0.2%,1.2%,4.2%
COc1ccc2c(Cl)c(C(N)=O)sc2c1,3.0,1.3%,-4.6,?,13.6,-4.3%,10.0,-8.5%,-0.7%,3.4%
CCOC(=O)c1cn(CC)c2cc3c(cc2c1=O)OCO3,·,14.5%,·,-2.2%,-8.2,5.0%,-6.9,-15.4%,·,·
Cc1cccc(OC(=O)n2c(=S)oc3cc(Cl)ccc32)c1,-8.3,-2.1%,9.2,-1.2%,18.7,8.8%[46.1 µM],16.3,-4.6%,0.0%,113.1%[activator]
CC(C)(C)OC(=O)CNC(=O)c1[nH]cnc1C(=O)NCCCCCN,10.0,-1.1%,·,1.1%,2.3,4.3%,-1.1,0.0%,·,·
CS(=O)(=O)N(CCC(=O)O)Cc1ccccc1,-0.1,1.9%,0.5,2.5%,-6.6,0.6%,-1.9,2.2%,1.6%,-1.4%
COc1ccc(NC(=O)CSc2ncccc2C(=O)OC(C)C)cc1OC,12.6,·,2.4,?,-13.5,-5.3%,7.3,0.7%,2.7%,1.0%
CCOC(=O)NC(=O)CSc1nc(-c2ccc(C)c(C)c2)cn1-c1ccccc1,-10.6,-6.8%,3.3,0.4%,-11.2,-4.2%[46.1 µM],6.9,-1.1%,1.4%,14.2%
CCCCNC(=O)NNC(=O)c1cc(C)on1,-3.2,-8.8%,-1.5,2.5%,3.3,3.6%,0.4,-3.7%,-1.4%,-23.5%
Cn1c(=O)c2c([nH]c(OCc3ccc(Cl)cc3Cl)[n+]2Cc2ccc(F)cc2)n(C)c1=O,2.7,-3.5%,2.6,-0.7%,-2.4,-0.7%,44.6[activator],0.2%,-1.5%,35.0%[activator]
COc1ccc(NS(=O)(=O)c2ccc3oc(SC)nc3c2)cc1,2.6,12.4%,-1.0,-17.0%,-7.4,-4.3%,12.8,-21.0%,-0.9%,0.2%
O=C(O)c1ccc(-c2sc(Nc3ccccc3)n[n+]2-c2ccc(F)cc2)cc1,-4.3,-5.7%,6.1,-4.9%,-7.5,3.3%,-24.8,0.5%,·,0.1%
CC1CCCCC1NC(=O)Cc1ccc(S(=O)(=O)N2CCOCC2)s1 (stereo not drawn),-2.4,1.1%,·,?,-6.9,5.1%,6.4,-4.6%,·,·
O=C(NNC(=O)c1cccs1)c1ccncc1,0.5,-0.2%,-0.4,?,0.2,1.9%,-13.9,0.2%,1.8%,7.8%
O=C1C(Oc2ccc(Cl)cc2)C(c2ccc3c(c2)OCO3)N1CC1CCCO1 (stereo not drawn),·,-0.4%,-8.9,-0.4%,13.1,-6.7%,5.7,-0.1%,7.3%,19.5%
COCCCN1C(=O)C(=O)/C(=C(/O)c2ccc(S(=O)(=O)N3CCOCC3)cc2)C1c1ccc(F)cc1 (stereo not drawn),-0.2,0.5%,·,-0.8%,1.4,-1.5%,-10.2,-1.8%,6.7%,-6.1%
COc1ccc(-c2nnc(-c3cccnc3)o2)cc1OC,14.5,21.9%,-1.4,-2.0%,-10.8,-0.8%,2.8,6.6%,1.7%,-3.2%
COc1ccc(/C=C2\CCn3c2nc2cc(C(=O)O)ccc2c3=O)cc1O,4.6,4.6%,-10.9,-13.1%,2.8,-4.6%[46.1 µM],12.8,5.7%,-1.2%,30.4%[activator]
Cc1cc(C)c(C(=O)C(C)OC(=O)c2ccccn2)cc1C (stereo not drawn),6.4,27.8%,·,5.1%,24.3,-2.4%,19.9,-7.1%,-6.3%,35.3%[activator]
COc1ccc(N2CCN(C(=O)COc3ccc(Cl)cc3Cl)CC2)cc1,12.9,·,6.9,7.6%,1.9,-0.5%,0.6,-1.8%,3.4%,10.7%
CCOc1ccccc1/C=C(/NC(=O)c1ccccc1)C(=O)N(CC)CC,-13.3,-3.5%,0.7,-24.9%,23.7,-1.2%[46.1 µM],-7.5,3.2%,0.4%,0.8%
COc1ccccc1C(=O)n1nc(-c2ccc(Cl)cc2)nc1N,-12.5,4.7%,-3.5,?,3.9,0.6%,-12.5,-10.0%,-0.7%,10.2%
